# Screening data deposited in PubChem by several laboratories.
# RBBP9 inh: inhibitors of human serine hydrolase RBBP9; O75884; recombinant RBBP9, FP-Rh probe fluorescence polarization; inhibition, % at 7.94 µM; 220,000 compounds, 0.2% hits; AID 1515;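 active = inhibition above the campaign mean of all tested compounds plus 3 SD, cut at about 14% in these data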;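 also: plate controls were DMSO wells with RBBP9 for no effect and wells lacking RBBP9 protein for full effect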
#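 Measured by: FP readout at 525/598 nm; material: recombinant human RBBP9; also added: Serine-hydrolase probe FP-Rh, 375 nM pre-mixing; medium: Tris buffer pH 8.0, NaCl, Pluronic; replication: one well per compound; doses: one concentration, 7.94 µM nominal, 0.794% DMSO; timing: preincubation 30 min plus labeling 45 min at 25 °C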
# Furin inh: human furin inhibition; P09958; purified furin, fluorogenic substrate cleavage; inhibition, % at 30 µM; 220,000 compounds, 0.061% hits; AID 463115; in the data active = inhibition above about 25%; also: inactives centre near -15
# Runt-SMMHC FRET: Runt domain-CBFb-SMMHC interaction inhibition; AID 1434; Q01196+Q13951; Cerulean-Runt/Venus-CBFb-SMMHC FRET ratio 530/480, 1 h; inhibition, % at 20 µM; 220,000 compounds, 0.74% hits;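 active = mean inhibition across duplicate retests at 20 µM reaching about 50%, limit read from the data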;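 also: 0% = DMSO wells and 100% = wells with excess untagged CBFb-SMMHC; inhibitors lower the FRET ratio by blocking Runt binding to CBFb-SMMHC; some results filed as inactive read as strong as hits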
# Target sequence (Q01196 whole entry, looked up, the tested form may be a part): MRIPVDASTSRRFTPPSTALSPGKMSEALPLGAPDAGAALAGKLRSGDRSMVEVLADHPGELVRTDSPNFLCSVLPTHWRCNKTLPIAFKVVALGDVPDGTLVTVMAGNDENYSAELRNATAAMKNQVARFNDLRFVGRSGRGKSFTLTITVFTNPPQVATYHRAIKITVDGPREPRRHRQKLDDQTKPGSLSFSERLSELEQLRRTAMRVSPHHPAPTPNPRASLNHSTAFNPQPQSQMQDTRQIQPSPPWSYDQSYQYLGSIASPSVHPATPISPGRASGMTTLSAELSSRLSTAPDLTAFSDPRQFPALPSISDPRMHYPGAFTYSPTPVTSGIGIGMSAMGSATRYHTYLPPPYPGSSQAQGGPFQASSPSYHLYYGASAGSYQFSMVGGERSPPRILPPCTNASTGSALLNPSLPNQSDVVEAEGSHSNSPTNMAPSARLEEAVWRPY
# Target sequence (Q13951 whole entry, looked up, the tested form may be a part): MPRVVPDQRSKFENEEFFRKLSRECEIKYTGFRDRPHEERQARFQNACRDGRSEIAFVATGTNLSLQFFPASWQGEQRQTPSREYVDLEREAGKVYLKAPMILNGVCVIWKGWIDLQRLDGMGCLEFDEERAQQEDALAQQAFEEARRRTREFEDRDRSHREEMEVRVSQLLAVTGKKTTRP
# EBV gp42 inh: inhibitors of Epstein-Barr virus glycoprotein 42. Q1HVG2. Fluorescence polarization binding assay, mP read-out. inhibition, % (tested at 21.74 µM). 220,000 compounds, 0.42% hits; in the data active = inhibition above about 50%
# Target sequence (Q1HVG2 whole entry, looked up): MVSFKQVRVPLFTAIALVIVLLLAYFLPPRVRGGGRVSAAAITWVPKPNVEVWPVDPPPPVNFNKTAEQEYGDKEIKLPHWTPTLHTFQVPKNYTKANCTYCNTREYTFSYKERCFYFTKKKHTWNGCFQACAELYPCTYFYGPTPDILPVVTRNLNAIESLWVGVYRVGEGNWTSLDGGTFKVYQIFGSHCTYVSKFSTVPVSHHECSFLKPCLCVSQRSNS
# p97 inhibitor: blocks human p97 ATPase activity. 220,000 compounds, 0.42% hits. inhibition, % at 8 µM. recombinant p97 ATPase, Kinase-Glo ATP luminescence, 3 h; in the data active = inhibition above about 15%;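 also: 0% = DMSO vehicle and 100% = wells lacking enzyme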
# Tb hexokinase: blocks Trypanosoma brucei hexokinase 1 activity. recombinant TbHK1, G6PDH-coupled NADH A340. 220,000 compounds, 0.11% hits. AID 1430. inhibition, % at 10 µM;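 active = inhibition of 50% or more in the single-dose primary screen; inactive = inhibition below 50%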
# m-calpain inh: blocks pig calpain II enzyme activity; purified calpain II, fluorogenic peptide substrate, 30 min; inhibition, % at 16 µM; 220,000 compounds, 0.37% hits; AID 1236;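 active = inhibition above about 50%, limit read from the data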
# Runt-CBFb FRET: blocks binding of human RUNX1 Runt domain to CBFb. AID 1496. 220,000 compounds, 0.46% hits. inhibition, % at 20 µM. Q01196+Q13951. Cerulean-Runt/Venus-CBFb FRET ratio 530/480, 1 h;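 active = inhibition over about 50% at 20 µM in the single-dose screen, limit read from the data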;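 also: 0% = DMSO wells and 100% = excess unlabeled CBFb competitor control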
#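 test system = Cerulean-tagged RUNX1 Runt domain (FRET donor) fusion protein | reagent = Venus-CBFb binding partner, 100 nM | incubation = protein complex preformed 1 h, compound exposure 1 h, room temperature, dark | detection = FRET fluorescence | read-out basis = loss of energy transfer signal | controls = 5 µM unlabeled CBFb as full-inhibition high control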
# p47phox inh: blocks human p47phox regulatory protein of NADPH oxidases. P14598. p47phox/p22phox peptide binding, fluorescence polarization, 2 h. inhibition, % at 24.7 µM. 220,000 compounds, 0.53% hits. AID 1274;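 active = inhibition above about 30%, limit read from the data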;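 also: 0% = p47phox with labelled peptide and 100% = labelled peptide alone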
# * hit, by the source's call; · = not tested or not shown; [ ] = dose if it differs, or a comment.
Molecule	EBV gp42 inh	Runt-SMMHC FRET	p97 inhibitor	Tb hexokinase	RBBP9 inh	p47phox inh	Furin inh	Runt-CBFb FRET	m-calpain inh
CC(Sc1ccccc1)C(=O)Nc1ccccc1C(=O)N1CCOCC1 (stereo not drawn)	-15	0	1	7	-2	-10	-23[20 µM]	0	-5
c1ccc(-n2ncc3c(N4CCCC4)ncnc32)cc1	-10	1	3	-7	-2	1	-21	·	8
CCO/C=C/C(O)(CNC(=O)c1ccc(C(C)(C)C)cc1)C(F)(F)F (stereo not drawn)	-2	0	-1	24	1	-21	-8	-2	-6
COC(=O)c1ccn(C(=O)c2ccc(Cl)cc2)n1	3	3	3	9	-1	-10	-11[20 µM]	2	-3
COc1ccc(NC(=O)c2onc(C)c2Cl)cc1	9	-2	-2	0	-6	1	-8	0	10
CCc1nc(N)c(C#N)c(-c2cccn2C)c1C	·	·	0	-21	-4	·	-8[20 µM]	·	·
NC(N)=N/N=C/c1ccc(OCc2ccc(Cl)cc2Cl)cc1	-10	7	18*	46	-4	103*	-7	-4	62*
O=[N+]([O-])c1ccc(OS(=O)(=O)Cc2ccccc2)cc1	-5	2	-2	-12	-8	-8	-16	1	41
CC(C)n1nnnc1-c1cc(Cl)cc(Cl)c1	-9	5	4	4	-1	-10	-13[20 µM]	·	-19
COc1cc(/C=N/NC(=O)c2ccc3ccccc3c2)ccc1Oc1ccc([N+](=O)[O-])cn1	-82	8	6	-9	-9	-124	-23	-10	-62
CC(=O)NC1(c2ccc(F)cc2)CCN(C(=O)c2c(F)cccc2F)CC1	-7	0	2	4	-8	-1	-28	0	-11
COc1ccc(N/N=C(\C#N)C(=N)SCc2ccccc2)cc1	3	4	6	-3	11	-9	-10	0	15
O=C(CSc1nnc(-c2cccnc2)n1Cc1ccco1)c1ccc(Cl)cc1	-12	3	0	1	-2	-5	-21	1	-63
O=C(CCC1CCCN(C(=O)C2=CCCCC2)C1)N1CCN(c2ccccn2)CC1 (stereo not drawn)	9	1	3	-8	-1	13	-17	2	-8
C=CCn1c(O)c(N=NC(=O)C(O)c2ccccc2)c2ccccc21 (stereo not drawn)	-4	2	1	-35	-2	0	-1	0	-4
COC(=O)c1ccc(C2C3=C(Nc4nnnn42)c2ccccc2OC3)cc1 (stereo not drawn)	-4	14	-3	-12	-9	-15	-22	7	-326
O=C(O)c1ccc(Br)cn1	-9	0	2	4	1	9	-9	0	-2
CC(CNS(=O)(=O)c1ccccc1)Sc1ncccn1 (stereo not drawn)	-10	1	8	-6	-6	-8	6	3	-23
CCOC(=O)c1c(NC(=O)CSc2n[nH]c(-c3ccco3)n2)sc(C)c1C	5	1	2	8	-6	-32	-13[20 µM]	0	-170
CCOC(=O)C1C(=O)CC(C)(O)C(C(=O)OCC)C1c1ccc([N+](=O)[O-])cc1 (stereo not drawn)	1	-2	-2	-4	-3	-3	-14	0	19
CCOC(=O)c1ccc(NC(=O)N2CCN(c3cccc(OC)c3)CC2)cc1	8	1	1	0	-4	-4	-4	4	31
Cc1nn(CC(=O)NNC(=O)c2ccccc2F)c([N+](=O)[O-])c1Br	-6	2	1	-13	-3	4	-30	-1	16
CSc1nc(N)c(C(=O)NC2CCCCC2)s1	-10	-1	1	-44	-1	2	-1	-2	6
Cc1occc1C(=O)Nc1sc2c(c1C(N)=O)CCC(C(C)(C)C)C2 (stereo not drawn)	-15	2	-1	-16	8	-12	-20[20 µM]	-4	-117
CC(C)C1C(=O)NC(=S)N1S(=O)(=O)c1ccc(C(C)(C)C)cc1 (stereo not drawn)	2	-5	-4	-13	-17	-5	-9[20 µM]	2	-28
COc1cc(C(=O)O)ccc1OCC(=O)N1CCOCC1	-6	1	-1	6	-3	-4	-12	1	-4
O=C(N/N=C/c1ccncc1)c1ccc(NC(=O)c2cccc(Cl)c2)cc1	-9	3	-2	-1	-9	-4	-3	·	-7
COc1cc(/C=N/NC(=O)CCn2c3ccccc3c3ccccc32)cc(OC)c1OC	-8	-2	2	-1	-4	-13	-16	-8	9
CCOC(=O)CCCNC(=O)CCNC(=O)c1ccc(OCC)cc1	-10	-2	3	-3	0	2	-20	0	15
CCn1c(CNc2ccc(F)cc2)nnc1SCC(=O)Nc1ccc(OC)cc1	0	2	-2	-1	-7	-3	-15[20 µM]	-3	-10
CSc1nc2ccccc2c(=O)n1N	-3	0	0	-8	-2	-2	-32[20 µM]	1	14
Cc1ccc(S(=O)(=O)N(C)C)cc1NC(=S)N1CCCCC1CO (stereo not drawn)	-10	-2	5	-4	-3	-14	-7	-1	-9
COc1ccc(CN2CCCC(C(=O)N3CCCC3)C2)cc1 (stereo not drawn)	-13	-2	2	0	-9	-2	-16	0	-15
O=S(=O)(N/N=C/c1ccc(N2CCOCC2)cc1)c1ccccc1	-26	-10	4	-23	-5	-20	-19	-4	-2
O=C(N/N=C/c1c[nH]c2ccc(Br)cc12)C1CC1	-14	3	11	-19	-4	-33	-13	-3	3
O=C(c1cc2cc([N+](=O)[O-])ccc2oc1=O)N1CCOCC1	-15	·	4	-24	-8	-5	-18	·	-4

# Reprinted at random: 4 entries already listed
Molecule	EBV gp42 inh	Runt-SMMHC FRET	p97 inhibitor	Tb hexokinase	RBBP9 inh	p47phox inh	Furin inh	Runt-CBFb FRET	m-calpain inh
O=C(N/N=C/c1c[nH]c2ccc(Br)cc12)C1CC1	-14	3	11	-19	-4	-33	-13	-3	3
COc1ccc(CN2CCCC(C(=O)N3CCCC3)C2)cc1 (stereo not drawn)	-13	-2	2	0	-9	-2	-16	0	-15
CCn1c(CNc2ccc(F)cc2)nnc1SCC(=O)Nc1ccc(OC)cc1	0	2	-2	-1	-7	-3	-15[20 µM]	-3	-10
Cc1ccc(S(=O)(=O)N(C)C)cc1NC(=S)N1CCCCC1CO (stereo not drawn)	-10	-2	5	-4	-3	-14	-7	-1	-9

# More compounds
Molecule	EBV gp42 inh	Runt-SMMHC FRET	p97 inhibitor	Tb hexokinase	RBBP9 inh	p47phox inh	Furin inh	Runt-CBFb FRET	m-calpain inh
COc1ccc(-c2[nH]ncc2[C@@H]2C[C@H]3CN(Cc4ccccc4C)C(=O)[C@]34CCCN24)cc1	-3	·	-4	4	-15	-4	0	·	-30
Cc1cc(C)c(S(C)(=O)=O)c(S(=O)c2ccc(Cl)cc2)n1 (stereo not drawn)	-12	0	1	4	-1	-5	-11[20 µM]	-2	-37
O=S(=O)(Nc1ccc(S(=O)(=O)Nc2nccs2)cc1)c1ccc2c(c1)OCCO2	-17	-4	2	-10	-4	4	-5[20 µM]	2	-26
Cc1ccc(-n2ccnc2SCC(=O)N(CC(C)C)C2CCS(=O)(=O)C2)c(C)c1 (stereo not drawn)	-26	0	4	5	-1	-4	-15	-5	-15
COc1ccccc1NC(=O)CSc1nnc(C2CCCCC2)n1C	-16	3	-6	1	-12	-1	-19[20 µM]	1	-5
CCCCOCC(O)CN1CCN(C(C)=O)CC1 (stereo not drawn)	1	1	-1	5	-5	-6	-26	-2	5
c1ccc(-c2[nH]ncc2-c2nc3ccccc3[nH]2)cc1	-10	3	-1	9	6	2	-9	2	-65
O=C(NCc1cccs1)c1cnc(Cl)c(Cl)c1	-29	-6	7	-2	14	-10	-21	-1	0
Cc1cccc(Oc2nc3ccccn3c(=O)c2/C=C(\C#N)C(=O)NC2CCS(=O)(=O)C2)c1 (stereo not drawn)	-5	81*	3	-11	-8	11	-15	4	-134
O=C(c1cccc(F)c1)N1CCN(c2ccc([N+](=O)[O-])c3cccnc23)CC1	-16	-3	2	-8	-7	5	-9	-2	-11
COc1cccc2c1C(=O)C=C(C)C2=O	-6	0	1	47	-7	-4	7	2	-274
CC(C)(CNC(=O)c1ccc(Cl)c(S(=O)(=O)N2CCc3ccccc3C2)c1)N1CCOCC1	-4	-3	1	-1	-10	-13	-23	-4	-12
COc1ccc(CCNC(=O)NC23CC4CC(CC(C4)C2)C3)cc1	-20	0	-5	23	-11	-12	-7[20 µM]	-1	0
Cc1cc(C(F)(F)F)nn2cnnc12	0	-1	-1	-7	-1	-1	-23	3	-14
CCCN1CNc2c(c(=O)[nH]c(=S)n2-c2ccc(Cl)cc2)C1	-21	4	5	-5	0	-6	-32	4	-8
Cc1cccc(N2CCN(C(=O)CCNC(=O)Cn3ccc4ccccc4c3=O)CC2)c1C	-12	-18	1	-11	-3	-7	-12	-6	0
Cc1ccc(-n2c(SCC(=O)N/N=C/c3c(C)nn(-c4ccccc4)c3C)nc3ccccc3c2=O)cc1	-10	-1	2	-13	-6	19	-11	-2	-93
Cn1c(CNC(=O)Nc2cccc(Cl)c2)nnc1SCc1ccccc1	-5	1	2	5	-5	-10	-18	-3	5
Cc1cc([N+](=O)[O-])ccc1NC(=O)C[n+]1ccc(N(C)C)cc1	-12	-1	-1	-6	-11	-5	-20	2	8
Cn1c(-c2ccccc2)cnc1SCc1nc2ccccc2c(=O)[nH]1	-10	-2	0	1	-7	-8	-18[20 µM]	2	12
Cc1cc2nc(-c3ccco3)cc(C(F)(F)F)n2n1	-11	1	9	-20	-1	-10	-5	2	-13
CCCNC(=O)/C=C/c1ccc(S(=O)(=O)Nc2ccccc2OC)cc1	-14	-1	4	14	-8	-3	-29	-1	25
COC(=O)c1ccc(CN2C(=O)NC3(CCCCC3)C2=O)cc1	-6	3	-3	1	-2	-6	-17	-1	25
C=CCNC(=O)c1c2c(nc3ccccc13)-c1ccccc1CC2	-28	-5	-2	-21	-10	3	-30	-1	-76
CN(C)S(=O)(=O)c1cccc(C(=O)NCCc2ccccc2)c1	-21	-10	3	11	-4	-3	-20[20 µM]	-2	7
CSc1nc2sc3c(c2c(=O)n1C1CCCCC1)CCN(C)C3	-128	16	4	8	-6	-16	-2[20 µM]	-1	-21
Cn1c(CSc2ncccn2)nnc1SCC(=O)N1CCCc2ccccc21	-9	-1	-1	4	2	-6	-8	-1	-4
Cc1oc2ccc(O)cc2c1C(=O)OC(C)C	3	3	-5	4	-3	-14	-25[20 µM]	0	24
O=c1ccc(Oc2nc(N3CCOCC3)nc(N3CCOCC3)n2)nn1-c1ccccc1	-5	-5	-1	-6	6	-4	-8[20 µM]	3	-42
Cc1ccc2nc(-c3ccc(NC(=O)CN4C(=O)c5ccccc5C4=O)cc3)sc2c1	-19	-4	3	-17	2	2	-18	-2	-99
CSc1nc2sc3c(c2c(=O)n1CC(C)C)CC(C)(C)OC3	-13	2	1	-9	0	-7	-10	-3	10
O=C(NCC1CCCO1)C1CCN(S(=O)(=O)c2cccnc2)CC1 (stereo not drawn)	2	1	-4	7	-1	3	-6[20 µM]	0	14
COc1ccc(OC)c(NC(=O)c2c3c(nc4ccccc24)CCC3)c1	-7	-1	1	-10	5	-5	-16[20 µM]	0	11
CC(=O)c1cccc(NC(=O)NCc2ccccn2)c1	-17	-3	1	-1	-13	-18	-6[20 µM]	1	-19
O=C(Nc1ccccc1)Oc1cccc(Br)c1	-12	1	5	-9	-7	-2	-9	3	-8
COc1cc2c(cc1NC(=O)CSc1ccc(Cl)cc1)oc1ccccc12	-6	1	-4	1	-9	-20	-14	0	32
